# Bioassay records deposited in PubChem by National Center for Advancing Translational Sciences (NCATS).
# ERK EGF inh = qHTS Assay for Inhibitors of the ERK Signaling Pathway using a Homogeneous Screening Assay; Stimulation with EGF | HEK293-V1b, EGF-stimulated phospho-ERK AlphaScreen | Potency, µM (top dose mostly 11.5 µM), inactives show top-dose activity change, negative = inhibition, most hits filed as inhibitors | 130,000 compounds, 0.41% hits; active = well fitted inhibition curve with a large enough effect; inconclusive = small, poorly fitted or top-dose-only effect, or effect the other way;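 note: plate controls were stimulated vehicle wells for no effect and unstimulated vehicle basal for full effect; nearly all actives have a fitted effect of over 55% in size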
#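 HEK293 cells stably expressing V1b receptor, serum-reduced (1% FBS) overnight, pretreated 30 min with compound, then stimulated 5 min with 25 nM EGF; phospho-ERK detected by AlphaScreen SureFire. AC50 from Hill fits, normalized to DMSO and EGF.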
# * hit, by the source's call; u = inconclusive; [ ] = another dose, or the depositor's remark. Potency is the fitted concentration of half-maximal effect. These rows are one share of the data. The share of hits here may be higher or lower than overall.
Structure,ERK EGF inh
Cc1ccc(NC(=O)C2CCN(C(=O)NC3CCCCC3)CC2)c(C)c1,4.3%
Cc1cc(-c2ccccc2C(=O)Nc2ccccc2O)on1,12.8%[57.5 µM]
COc1ccc(CC(=O)NCc2ccc3c(c2)cc(C)n3C)cc1OC,9.6%
COc1cccc(C(=O)NNC(=S)NC2CCCCC2)c1,-3.5%
O=C(CSCc1cnn(-c2ccccc2)c1-n1cccc1)NCc1cccnc1,2.0%
CCOC12CC(C)(C)CC(C)(CC3=C1C(=O)CC(C)(C)C3)C2 (centres undefined),6.1%
O=C(O)c1cccc(-c2nnn(Cc3ccccc3)n2)c1,3.9%
C[N+]1(CN2C(=O)C3C4C=CC(C4)C3C2=O)CCCCC1 (centres undefined),-3.9%[57.5 µM]
CNCc1ccccc1Sc1cc(O)ccc1O,u
COc1cc(NS(=O)(=O)c2ccc(N/C=C\C(=O)c3ccc(F)cc3)cc2)nc(OC)n1,9.2%
c1cc2c3c(c1)c1c(n3CCNC2)CCCC1,-15.1%
CN1C(=O)C(CC(=O)O)S/C1=N\N=C\c1ccc(O)cc1O (centres undefined),13.6%[57.5 µM]
CC(=O)Nc1ccc(NC(=O)C2CCCN2C(=O)Nc2ccccc2[N+](=O)[O-])cc1 (centres undefined),-6.8%
CC(C)(Cc1ccc(O)cc1)NC(=O)CC(=O)N=Nc1c(O)[nH]c2cc(Br)ccc12,11.4%
Cc1ccccc1Cn1ccc(NC(=O)c2cc3ncc(Br)cn3n2)n1,-8.8%
O=C(Cn1cnc2cc([N+](=O)[O-])ccc2c1=O)Nc1ccc(Br)cc1,-4.7%[57.5 µM]
CC1CN(C(=O)C2(C)CC2(Cl)Cl)CC(C)O1 (centres undefined),-4.4%
CCc1nc2ccccc2nc1N1CCN(S(=O)(=O)c2ccccc2)CC1,18.8%[57.5 µM]
CCCCOC(=O)Nc1nnc(/C=C/c2ccc(OC)cc2)s1,3.7%
CC(C)CCNC(=O)c1ccc(-c2ccccc2)cc1,-7.0%
COc1cccc(OC)c1C(=O)NC(=S)Nc1ccc(N2CCOCC2)c(Cl)c1,-1.0%
CCNC(=S)N1CCN(CC(=O)Nc2ccc(OC)cc2)CC1,4.7%
COc1ccc(Cn2c(=O)[nH]c3cc(C(=O)N4CCN(c5ccccn5)CC4)ccc3c2=O)cc1,0.3%
CC1=C(C(=O)N2CCOCC2)C(c2c(C)cc(C)cc2C)NC(=S)N1 (centres undefined),1.8%
CC(=O)Nc1ccc2nc(NC(=O)COc3ccc(C)cc3)sc2c1,-1.7%
CN1C(=O)/C(=C/c2cccc(Cl)c2)Sc2ccc(C(=O)NCc3cccnc3)cc21,-5.7%
CCC(C)Nc1nc(Cl)nc(NCCOc2ccccc2)n1 (centres undefined),-3.9%
COc1cccc(C(=O)Nc2nc(-c3ccncc3)cs2)c1,-0.3%
COc1cc(C)c(Br)cc1S(=O)(=O)NCc1ccncc1,-5.2%
Oc1c(I)cc(Cl)c2cccnc12,3.2%
CCOc1ccc2ccccc2c1C1NC(=S)N(C)C(C)=C1C(=O)OC (centres undefined),26.0%
CC(C)(C)OC(=O)CNC(=O)c1[nH]cnc1C(=O)N[C@@H](Cc1ccccc1)C(=O)OC(C)(C)C,-6.6%[57.5 µM]
Cc1[nH]c2ccccc2c1C(=O)CSC(=S)N1CCN(C)CC1,4.8%[57.5 µM]
COc1ccc(CN2CCNC(=O)C2CC(=O)N(Cc2nccn2C)C(C)C)c(OC)c1 (centres undefined),3.7%[57.5 µM]
NC(=O)CSc1cn(Cc2ccc(F)cc2)c2ccccc12,-6.3%
Cc1ccc(S(=O)(=O)N(C)c2ccc(C(=O)NCc3ccccn3)cc2)cc1,-1.2%
O=C(OCC(=O)N1CCc2ccccc21)c1ccccn1,11.5%
COC(=O)c1sccc1NC(=O)COc1ccc(F)cc1Cl,-13.2%
Cc1nn(C(C)C(=O)N/N=C/c2ccc(N(C)C)cc2)c(C)c1[N+](=O)[O-] (centres undefined),-12.5%[57.5 µM]
CCOc1ccc(NC(=O)CN(C)CC(=O)NC(C)c2ccccc2)cc1OCC (centres undefined),-5.2%
CC(=O)Nc1ccc2nc(NC(=O)c3cccnc3)sc2c1,1.8%
COc1ccc(-c2cn[nH]c2-c2ccc(OCc3ccccc3)cc2O)cc1,22.4µM*
CN(c1cccc(Cl)c1)S(=O)(=O)c1cccc(C(=O)Nc2ccc3c(c2)CCC3)c1,-5.2%
O=C(COC(=O)c1ccccc1O)Nc1cccc(S(=O)(=O)NC2=NCCCCC2)c1,7.8%[57.5 µM]
CC(C)N1CCC(N2CCN(C3CCCCC3)CC2CCO)CC1 (centres undefined),12.1%
Cc1c(Br)c(C(F)(F)F)nn1CC(=O)NCc1ccco1,-1.1%
S=C(NN=C(C1CC1)C1CC1)Nc1ccccc1,7.3%
COc1ccc(/C=N/NC(=O)CN(C2=NS(=O)(=O)c3ccccc32)c2ccccc2)cc1,-0.2%
C/C(Cc1nnn(-c2cc(C)on2)n1)=N\O,6.9%[57.5 µM]
O=C(NCCc1ccccn1)c1cccc(S(=O)(=O)N2CCc3ccccc32)c1,1.8%
COC(=O)c1ccc(/C=N/NC(=O)C(=O)NCc2ccccc2)cc1,-0.1%
CSc1nc(-c2ccccc2)nc(NC(=O)C(C)C)c1C(C)=O,-6.8%
CCc1ccc(S(=O)(=O)NCc2csc(C)n2)s1,-0.5%
CC(C)C[C@@H](CN(C)N=O)N(C[C@H](Cc1ccccc1)N(CCc1ccccc1)N=O)N=O,-16.3%[57.5 µM]
CC(C)NC(=O)N1CC[C@@]2(CCCN(C(=O)c3csnn3)C2)C1,1.3%
CCn1c(CCNC(=O)c2ccc(OC)c(OC)c2)nc2ccccc21,1.4%
Cn1cccc1C(=O)N1CCC2(CCN(Cc3ccccc3)CC2)CC1,1.0%
CC(C)C[C@@H](CC(=O)N[C@@H](CCC(=O)O)CC(=O)O)NC(=O)[C@@H]1CNCC[C@H]1NC(=O)C[C@@H](NC(=O)C[C@H](Cc1c[nH]c2ccccc12)NC(=O)[C@@H]1CCCC[C@H]1N)C(C)C,-9.7%
Nc1c(O)ccc2c1C(=O)c1ccccc1C2=O,28.2µM*
CCNc1nc(NCC)n2c(SCC(=O)N(CC)C3CCCCC3)nnc2n1,7.0%

# The list continues.
Structure,ERK EGF inh
COCCn1c(=O)[nH]c(=O)c2c(C(F)(F)F)cc(-c3cccs3)nc21,0.3%
CCN(CC)S(=O)(=O)c1ccc(Cl)c(NC(=O)COC(=O)c2cc(-c3ccccc3Cl)nc3ccccc23)c1,4.2%
Brc1cccc(OCCCCN2CCCCC2)c1,0.5%
Cc1cc(/C=N/O)c(C)n1-c1ccc(Br)cc1,5.4%[57.5 µM]
COc1cc(C2=NOC(C(=O)Nc3cc(C)on3)C2)cc(OC)c1OC (centres undefined),4.4%[57.5 µM]
C[C@H](NC(=O)c1nc[nH]c1C(=O)N[C@@H](CCCCNC(=O)OC(C)(C)C)C(=O)OC(C)(C)C)c1ccccc1,-1.3%[57.5 µM]
O=C(CSc1ccccc1C(=O)NCc1ccccc1)NC1CCCCCCC1,-5.7%
Nn1c(SCC(=O)Nc2nc3ccccc3s2)nncc1=O,-3.8%
CCOC(=O)c1c(C)[nH]c(C(=O)Cn2c(=O)c3c(ncn3CC)n(Cc3ccccc3)c2=O)c1C,7.3%
COCCN1C(=O)/C(=C/c2ccc(OCc3ccc(C(=O)O)cc3)c(OC)c2)SC1=Nc1ccccc1,-7.4%
COc1ccc(OCC(=O)N2c3ccc(C)cc3C3CN(C)CCC32)cc1 (centres undefined),-6.7%[57.5 µM]
CC(C)C(=O)NNC(=O)c1cc2sccc2s1,-15.1%[57.5 µM]
COc1ccccc1C/C(N)=N/OC(=O)c1ccco1,-11.8%
O=c1c2sccc2[nH]c(=S)n1Cc1ccccc1,6.1%
CC(C)NC(=O)C1CCN(C2CCN(C(=O)c3cc4c(s3)CCCCC4)CC2)CC1,-10.8%
COc1ccc(C)cc1S(=O)(=O)N1CCC(C(=O)NCCc2ccccc2)CC1,11.1%
Cc1cccc(-n2ccnc2CN2CCN(C3CCCC3)C(CCO)C2)c1 (centres undefined),-15.7%[57.5 µM]
Cc1ccc(-c2nc3ccccc3c(=O)n2NC(=O)COc2ccccc2)cc1,-7.9%
CC(=O)C1=C(O)C(=O)N(c2ccc(S(N)(=O)=O)cc2)C1c1cccc([N+](=O)[O-])c1 (centres undefined),12.9%[57.5 µM]
CCCC1Cc2c(sc(N)c2C#N)CO1 (centres undefined),-6.5%
O=C(c1cccnc1)N1CCN(c2ccc([N+](=O)[O-])cc2Cl)CC1,-4.9%
COC(=O)CSc1nnc(CNC(=O)c2ccc(S(=O)(=O)N3CCOCC3)cc2)n1C,-0.8%
Cc1ccc(C(C)C)c(OCC(=O)NNC2=CC(=O)CC(C)(C)C2)c1,-6.9%[57.5 µM]
CC(=O)N/N=C/c1cc(C(C)(C)C)cc(/C=N/NC(C)=O)c1O,-1.2%
COc1ccc(C2C=C(C)Nc3nc4ccccc4n32)cc1 (centres undefined),-3.0%
CN(C(=O)c1ccco1)c1nnc(C23CC4CC(CC(C4)C2)C3)s1,1.5%
O=C(/C=C/c1cccc([N+](=O)[O-])c1)NCc1ccco1,5.9%
CC(C)C(=O)Nc1ccc(C(=O)Nc2nnc(C(C)(C)C)s2)cc1,-8.0%
NS(=O)(=O)c1ccc(NC(=S)NC(=O)/C=C/c2ccco2)cc1,-2.6%
NS(=O)(=O)c1cccc(NC(=O)Cn2cc(C(F)(F)F)cc(Cl)c2=O)c1,-3.0%[57.5 µM]

# Brought forward from above: 4 compounds, followed by the next part.
Structure,ERK EGF inh
O=C(/C=C/c1cccc([N+](=O)[O-])c1)NCc1ccco1,5.9%
CC(C)C(=O)Nc1ccc(C(=O)Nc2nnc(C(C)(C)C)s2)cc1,-8.0%
NS(=O)(=O)c1ccc(NC(=S)NC(=O)/C=C/c2ccco2)cc1,-2.6%
NS(=O)(=O)c1cccc(NC(=O)Cn2cc(C(F)(F)F)cc(Cl)c2=O)c1,-3.0%[57.5 µM]
Cc1ccc(S(=O)(=O)CC(=O)c2ccc3c(c2)OCCO3)cc1,5.1%[57.5 µM]
CCN(CC)CCCn1c(C)cc2c(c1=O)C(c1ccc(OC)c(OC)c1OC)C(C#N)=C(N)O2 (centres undefined),3.0%[57.5 µM]
CN(C)CCNC(=O)CNC(=S)N(Cc1ccccc1)Cc1cccnc1,4.6%
O=S(=O)(c1cccc(-c2n[nH]c(=S)o2)c1)N1CCOCC1,7.0%[57.5 µM]
O=C(Nc1ccccc1)c1ccc(-c2ccccc2Cl)o1,u
O=C1Nc2ccccc2/C1=N\N=C\c1ccc(O)c(O)c1,u
CCOC(=O)C1(Cc2ccc(OC)cc2)CCN(C(=O)CN2CCOC2=O)CC1,2.9%
Cc1ccc(/C(N)=N/OC(=O)c2cccc(Cn3cc(C(F)(F)F)ccc3=O)c2)cc1,u
COc1ccccc1N1CCN(C(=O)/C=C/c2c(Cl)nc3ccccn23)CC1,4.5%
O=C(CC1SC(=O)N(Cc2ccccc2Cl)C1=O)Nc1nccs1 (centres undefined),-3.0%[57.5 µM]
COc1ccc(-c2[nH]ncc2/C=N/NC(=O)c2cccc([N+](=O)[O-])c2)cc1OC,-3.4%
CC1CCN(C(=O)CSc2nnc(-c3ccncc3)n2C)CC1,14.5%
CCOC(=O)c1cc(COc2cc(Cl)cc(Cl)c2)on1,-6.3%[57.5 µM]
CCC(Sc1nc2ccsc2c(=O)n1-c1ccc(Cl)c(C)c1)C(=O)NCc1ccco1 (centres undefined),-11.2%
O=C(CCN1C(=O)c2ccccc2C1=O)C1=NN[C@@H]2C(=O)N(c3cccc(F)c3)C(=O)[C@H]12,-8.8%
CC(C)CNS(=O)(=O)c1ccc(OCC(=O)Nc2ccc(F)cc2F)cc1,9.8%
CC(=O)Nc1ccc(S(=O)(=O)NCc2csc(C)n2)cc1,-0.8%
O=C(c1cccc(F)c1)N1CCC[C@@]2(CCN(Cc3nccs3)C2)C1,5.6%
COC(=O)c1nnn(CC(=O)NC(=O)Nc2cccc(C)c2C)c1C(=O)OC,-6.0%
COc1cc(/C=N/N=C/c2cc(OC)c(O)c(OC)c2)cc(OC)c1O,-2.0%
CC(C)(CC(=O)O)CC(=O)N1CCCN(c2nc3ccc(Cl)cc3s2)CC1,-9.8%[57.5 µM]
COc1ccc(/C=C/C(=O)C(C)(C)C)cc1OC,-12.5%[57.5 µM]
C/C(=N/NC(=O)c1cccs1)c1cccc(N)c1,-6.7%
CCN1CCCC(OC(=O)c2cc(-c3ccccc3Cl)nc3ccccc23)C1 (centres undefined),4.5%
Cc1cnccc1CNC(=O)CC1C(=O)NCCN1CC(C)(C)C (centres undefined),-3.2%
Cc1ccccc1Nc1nccc(N(C)C)c1C#N,0.6%
COc1ccc(/C=C(/NC(=O)c2ccccc2)C(=O)N/N=C/c2ccncc2)c(OC)c1,-4.5%
Cc1cccc(C(=O)NC2CCCc3ccccc32)c1 (centres undefined),-5.4%
COc1ccc(Cn2cc([N+](=O)[O-])nc2C)cc1[N+](=O)[O-],0.4%[57.5 µM]
Cc1cc(O)cc(O)c1C(=O)Cc1ccccc1,-5.9%
Cn1nnnc1NCc1cccc(Cl)c1Cl,-9.6%
